# Rat MKP-3 inhibitors – MKP-3 phosphatase inhibitors, primary screen, biochemical, rat enzyme, in vitro (AID 425). recombinant MKP-3 phosphatase activity, fluorescence; higher % means a stronger effect. one-dose inhibition, % at 20 µM; IC50 in µM for titrated hits. 110,000 compounds, 0.17% hits; in the data active means inhibition above about 50%;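 further: plate controls were vehicle for no effect and reference inhibitor for full effect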
# Hsp70 inhibitors – Hsp70 inhibitors, probe displacement, primary screen, biochemical, fluorescence polarization (AID 583); displacement, % at 20 µM; hits with a dose series show IC50 in µM; Hsp70 fluorescence polarization probe displacement, mP; higher % means a stronger effect; 140,000 compounds, 0.06% hits; in the data active means displacement above about 50%;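 further: plate controls were vehicle for no effect and reference ligand for full effect; a part of the inactive calls stands beside numbers as strong as those of hits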
# * hit, by the source's call; x = not tested or not shown.
Rat MKP-3 inhibitors,Hsp70 inhibitors,Structure
-5%,1.9%,COc1cc2c(cc1OC)C(C(=O)Nc1cccc(C)n1)C(c1cccnc1)N(C)C2=O (configuration not stated)
1%,0.1%,COc1cc(/C=C2\C(=O)NC(=O)N(Cc3ccccc3)C2=O)ccc1OCC(N)=O
x,0.4%,CCOc1ccc(C(=O)NC(Cc2ccccc2)C(=O)OC)cc1 (configuration not stated)
-6%,2.2%,Cc1cc(C)nc(NC2=NCC(=O)N2c2ccccc2)n1
0%,x,COc1cc(OC)cc(C2C(C#N)=C(N)Oc3n[nH]c(-c4cccnc4)c32)c1 (configuration not stated)
5%,-1.9%,O=S(=O)(NCc1cccnc1)c1ccc(Br)s1
-11%,6.2%,Cc1ccc(OCC(O)Cn2c(NCCc3ccccc3)nc3c2c(=O)[nH]c(=O)n3C)cc1 (configuration not stated)
4%,0.1%,O=C(NCc1cccnc1)C1CCCN(S(=O)(=O)c2ccc(Br)cc2)C1 (configuration not stated)
2%,6.0%,Cc1cccc(NCCC(=O)c2ccc([N+](=O)[O-])cc2)c1C
-4%,-4.1%,c1coc(CNC2CCCCCCC2)c1
-3%,6.8%,O=C(CCN1C(=O)C2C3C=CC(C3)C2C1=O)Nc1c(F)cccc1F (configuration not stated)
x,-3.2%,CCN(CC)C(=O)CSc1nnc(CNc2ccc(F)cc2)n1-c1ccccc1
x,0.8%,Cc1ccc(N/C(N)=N/c2nc(CSc3ccc(C)cc3)cc(=O)[nH]2)cc1
x,-8.7%,COC(=O)COn1c(-n2nc(C)cc2C)nc2ccccc2c1=O
10%,3.5%,COc1ccc(-c2c3c([nH]c(=S)c2C#N)CCC3)cc1
5%,2.2%,O=C(CC1NC2CCCCC2NC1=O)Nc1ccc2c(c1)OCO2 (configuration not stated)
2%,-4.7%,O=C1CS/C(=N/S(=O)(=O)c2ccccc2)N1
-6%,-1.5%,c1ccc(C(c2nnnn2C2CCCC2)N2CCCCCC2)nc1 (configuration not stated)
-7%,-2.4%,CC(C)N1C(=S)SC2CS(=O)(=O)C=C21 (configuration not stated)
-2%,-2.6%,c1ccc2c(-c3nnc4n3CCCCC4)c[nH]c2c1
-3%,-0.4%,O=C1NC(=O)N(c2ccc(Cl)cc2)C(=O)/C1=C/c1ccc(O)c(I)c1
4%,-2.8%,Cc1ccccc1OCc1nc(-c2ccc(NC(=O)c3ccc4c(c3)OCO4)cc2)no1
-4%,-0.6%,O=C(NCC1CCCO1)c1csc2c1CCCCC2 (configuration not stated)
2%,1.4%,NS(=O)(=O)c1cc2c(cc1Cl)NC(CSCc1ccccc1)=NS2(=O)=O
4%,6.3%,OC(COc1ccc(Cl)cc1)CSc1nc2ccccc2s1 (configuration not stated)
0%,2.1%,O=c1c2ccccc2nc(-c2ccco2)n1Cc1ccccc1
1%,-3.3%,CCOc1ccc2cc(S(=O)(=O)NCc3cccnc3)ccc2c1
3%,-3.6%,CCOc1cc(C2CC(=O)Nc3c2ccc2ccccc32)cc(Br)c1OC (configuration not stated)
-7%,3.7%,CCNc1nc(NCC)n2c(SCc3nc4ccccc4c(=O)[nH]3)nnc2n1
-14%,2.2%,Clc1cccc(-c2nnc(SCc3nc4ccccc4[nH]3)n2Cc2ccco2)c1
-12%,1.9%,Cc1cccc(-c2noc(CN(C(C)C)S(=O)(=O)c3ccc(F)cc3)n2)c1
-8%,3.4%,CCOC(=O)c1c[nH]c2ccc(OCC)cc2c1=O
-4%,-0.2%,O=C(Nc1ccc(Oc2ccc(S(=O)(=O)N3CCOCC3)cn2)cc1)c1ccco1
x,9.7%,CC(=O)c1cc(-c2ccccc2)n(CC(=O)N2CCC(C)CC2)c1C
4%,-7.0%,Cc1c(C(=O)Nc2ccc(-c3nc4cc(Cl)ccc4o3)cc2)cccc1[N+](=O)[O-]
-2%,18%,OCCSc1ncnc2c1oc1ccccc12
4%,0.2%,CCOc1ccc2[nH]cc(S(=O)(=O)c3ccc(F)cc3)c(=O)c2c1
-5%,1.5%,Nc1cc(N)cc(-c2nc3ccccc3o2)c1
3%,1.3%,O=C(NCc1ccco1)c1cc(-c2ccco2)on1
x,2.9%,c1ccc(C(c2nnnn2Cc2ccco2)N2CCN(c3nc4ccccc4s3)CC2)cc1 (configuration not stated)
1%,-1.1%,Cc1nnc(SCc2cn3ccsc3n2)n(N)c1=O
4%,12%,Cc1cc(=O)oc2ccc(OCC(=O)N3CCC(C)CC3)cc12
0%,1.6%,O=[N+]([O-])c1ccc(N2CCCC2)cc1NCCOc1ccc(Cl)cc1
-6%,-2.3%,CC(C)C(c1nnnn1C1CCCC1)N(C)C1CCCCC1 (configuration not stated)
x,-1.4%,Nc1nc(CN2CCC(Cc3ccccc3)CC2)nc(Nc2ccccc2)n1
-4%,-3.1%,Cc1cccc(NC(=O)CC2CCC2)c1
x,1.2%,COCCNC(=O)CCc1ccc(S(=O)(=O)Nc2ccc(C)cc2)cc1
0%,-1.8%,CCCC(C)NS(=O)(=O)c1ccc([N+](=O)[O-])cc1 (configuration not stated)
x,2.1%,CC(Sc1nc(-c2ccccc2)cc(C(F)(F)F)n1)C(=O)N1CCCCC1 (configuration not stated)
2%,-3.6%,O=C(c1ccc(Cl)cc1)N1CCN(c2ccc([N+](=O)[O-])c3ncccc23)CC1
4%,3.2%,O=C(CSc1nnc(-c2ccc3c(c2)OCO3)n1-c1ccccc1)c1ccccc1
x,6.6%,Cc1cccc(Nc2nc(N)nc(CN3CCC(C)CC3)n2)c1C
x,1.5%,CCc1cc2c(=O)n(-c3ccc(C)cc3)cnc2s1
2%,10%,CCC(=O)c1ccc(OCC(O)CN2C(=O)NC(C)(C)C2=O)cc1 (configuration not stated)
0%,-0.7%,Cc1ccc(N2CC(C(=O)NCc3ccc4c(c3)OCO4)CC2=O)cc1C (configuration not stated)
-13%,2.4%,Cc1ccc(NS(=O)(=O)c2ccc(NC(=O)C3CCCO3)cc2)cc1 (configuration not stated)
2%,7.3%,Cn1c2c(c(=O)n(C)c1=O)C(NS(=O)(=O)c1ccccc1)(C(F)(F)F)C(=O)N2 (configuration not stated)
x,-3.0%,O=C(Nc1ccc(S(=O)(=O)N2CCc3ccccc3C2)cc1)c1ccccc1
x,0.7%,COC(=O)c1c(NC(=O)C2CCCO2)sc2c1CCC2 (configuration not stated)
x,1.1%,COc1cccc2cc(C(=O)NCc3ccccn3)c(=O)oc12

# Next part:
Rat MKP-3 inhibitors,Hsp70 inhibitors,Structure
0%,4.7%,Cc1cc(C)cc(NC(=O)C(=O)NCc2ccccn2)c1
1%,1.6%,COc1ccc(-c2cc(-c3ccccc3)nc(N/N=C/c3cccnc3)n2)cc1
-1%,-4.9%,CCc1ccccc1NC(=O)C(Cc1cccc(OC)c1OC)c1nn[nH]n1 (configuration not stated)
x,5.2%,Cc1cc(C)nc(NS(=O)(=O)c2ccc(NC(=O)COc3ccccc3)cc2)n1
3%,-3.6%,O=C(CC1S/C(=N\N=C\c2cccs2)NC1=O)Nc1ccccc1C(F)(F)F (configuration not stated)
x,-0.2%,CC(C)(C)NS(=O)(=O)c1ccc(NS(C)(=O)=O)cc1
0%,4.8%,CC(Oc1cccc(Cl)c1)C(=O)Nc1ccccc1Br (configuration not stated)
x,3.9%,CCCCOc1ncnc2c1[nH]c1ccc(OCC)cc12
6%,-2.3%,COc1cc(Nc2nc(SCC#N)nc3ccccc23)cc(OC)c1OC
-3%,-2.0%,COc1ccc([N+](=O)[O-])cc1/C=C1\SC(=S)N(C2CCCCC2)C1=O
-5%,2.6%,C=CCn1c(SCC(=O)c2cc(C)n(Cc3cccs3)c2C)nnc1-c1ccncc1
-6%,14%,COCc1cc(C)nc(N2CCc3ccccc32)c1C#N
-5%,7.1%,O=C1c2oc3ccccc3c(=O)c2C(c2cccnc2)N1CCCN1CCOCC1 (configuration not stated)
-8%,-0.4%,CCCn1c(=O)c2ccccc2n2c(Sc3nnnn3-c3ccccc3)nnc12
x,-2.3%,Cc1cc2ccccn2c1C(=O)c1nc(N2CCOCC2)ncc1Cl
-3%,2.2%,Cc1ccc(OCC(=O)Nc2ccc(C(N)=O)cc2)c(Br)c1
1%,-5.9%,O=C(CC1Sc2ccc(C(F)(F)F)cc2NC1=O)Nc1ccc(I)cc1 (configuration not stated)
3%,-2.7%,CCN(CC)CCN1C(=O)C(O)=C(C(=O)/C=C/c2ccccc2)C1c1ccccc1Cl (configuration not stated)
-10%,0.5%,Cc1ccc2cc(C#N)c(NCCNC(=O)C3CC3)nc2c1C
x,-1.2%,CC1(C)Cc2ccccc2-c2nnc(-c3ccc4ccccc4n3)n21
-12%,-4.2%,O=C(Nc1cccc(-c2nnc(-c3ccccc3)o2)c1)c1ccco1
8%,-0.2%,CCC(=O)Nc1ccc2nn(-c3ccc(Cl)cc3)nc2c1
x,3.3%,CN1CCN(C(=O)CN(Cc2ccccc2)S(C)(=O)=O)CC1
-1%,x,COc1ccccc1NC(=O)C(C/C=C(\C)Cl)C(C)=O (configuration not stated)
-12%,-0.5%,COc1ccc2c(c1)c1ncn(CCN3CCCC3)c(=O)c1n2C
0%,-5.6%,CC1=C(C(=O)OCCOc2ccccc2)C(c2ccc(Cl)cc2)NC(=O)N1 (configuration not stated)
-10%,x,CN1C(=O)c2cccc(NC(=O)C3CCCCC3)c2C1=O
-2%,12%,O=C1NC(=O)N(c2cccc(Cl)c2)C(=O)/C1=C/c1ccc(Oc2ccc([N+](=O)[O-])cn2)cc1
16%,0.2%,Cc1ccc2nc(-c3ccc(OCC(=O)N/N=C/c4ccc([N+](=O)[O-])o4)cc3)cc(-c3ccccc3)c2c1
1%,7.5%,O=C(CN(Cc1cccs1)C(=O)CSc1nnc(COc2ccccc2)o1)NC1CCCC1

# Some of these compounds in order of length of the SMILES, descending.
Rat MKP-3 inhibitors,Hsp70 inhibitors,Structure
16%,0.2%,Cc1ccc2nc(-c3ccc(OCC(=O)N/N=C/c4ccc([N+](=O)[O-])o4)cc3)cc(-c3ccccc3)c2c1
-2%,12%,O=C1NC(=O)N(c2cccc(Cl)c2)C(=O)/C1=C/c1ccc(Oc2ccc([N+](=O)[O-])cn2)cc1
3%,-2.7%,CCN(CC)CCN1C(=O)C(O)=C(C(=O)/C=C/c2ccccc2)C1c1ccccc1Cl (configuration not stated)
1%,7.5%,O=C(CN(Cc1cccs1)C(=O)CSc1nnc(COc2ccccc2)o1)NC1CCCC1
0%,-5.6%,CC1=C(C(=O)OCCOc2ccccc2)C(c2ccc(Cl)cc2)NC(=O)N1 (configuration not stated)
-5%,7.1%,O=C1c2oc3ccccc3c(=O)c2C(c2cccnc2)N1CCCN1CCOCC1 (configuration not stated)
-8%,-0.4%,CCCn1c(=O)c2ccccc2n2c(Sc3nnnn3-c3ccccc3)nnc12
1%,-5.9%,O=C(CC1Sc2ccc(C(F)(F)F)cc2NC1=O)Nc1ccc(I)cc1 (configuration not stated)
-12%,-4.2%,O=C(Nc1cccc(-c2nnc(-c3ccccc3)o2)c1)c1ccco1
x,-1.2%,CC1(C)Cc2ccccc2-c2nnc(-c3ccc4ccccc4n3)n21
x,3.3%,CN1CCN(C(=O)CN(Cc2ccccc2)S(C)(=O)=O)CC1
-10%,0.5%,Cc1ccc2cc(C#N)c(NCCNC(=O)C3CC3)nc2c1C
8%,-0.2%,CCC(=O)Nc1ccc2nn(-c3ccc(Cl)cc3)nc2c1

# Next section.
Rat MKP-3 inhibitors,Hsp70 inhibitors,Structure
-12%,2.2%,O=c1cc(C23CC4CC(CC(C4)C2)C3)[nH][nH]1
-1%,0.1%,Cn1nnnc1SCC(=O)Nc1ccccc1N1CCOCC1
x,1.9%,Cc1nc2ccc(NC(=O)c3ccc(Cl)c(NC(=O)c4cccs4)c3)cc2s1
0%,6.4%,Cc1ccc(N2NC(=O)/C(=C\c3cccc([N+](=O)[O-])c3)C2=O)cc1
3%,-1.7%,O=C(O)C1C2CCC(C2)C1C(=O)Nc1nc(-c2ccc(Cl)c(Cl)c2)cs1 (configuration not stated)
-7%,1.1%,CCc1ccc(CN2C(=O)CCC2(C)C(=O)NC2CCCC2)cc1 (configuration not stated)
5%,-2.5%,CC(NC(=O)C(=O)Nc1ccc(F)cc1)c1ccccc1 (configuration not stated)
9%,3.0%,COC(=O)c1ccc(C2C(C(=O)OCC(C)C)=C(C)N=C3SCCC(=O)N32)cc1 (configuration not stated)
2%,0.8%,COc1ccc(OC(=O)c2ccncc2)cc1
-6%,3.7%,CCC(C)(C)n1nnnc1CN(Cc1cc2cc(OC)c(OC)cc2[nH]c1=O)C1CCCC1
x,-1.6%,CCOc1ccc2[nH]c(=O)c(CN(Cc3ccccc3OC)C(=O)c3ccccc3)cc2c1
4%,-0.6%,Cc1ccc(CCNC(=O)NC(C)(C)C)cc1
-1%,1.2%,COc1cc(N/N=C/c2ccc(Br)cc2)ncn1
x,2.3%,Cc1cc(C)nc(N2CCC(C(=O)NCc3ccccc3)CC2)n1
-2%,2.4%,CNC(=O)C(=O)Nc1cccc2ccccc12

# An excerpt of these results, as labelled records:
structure: COc1cc(N/N=C/c2ccc(Br)cc2)ncn1
  Rat MKP-3 inhibitors = -1% | Hsp70 inhibitors = 1.2%

structure: CNC(=O)C(=O)Nc1cccc2ccccc12
  Rat MKP-3 inhibitors = -2% | Hsp70 inhibitors = 2.4%

# Next section
Rat MKP-3 inhibitors,Hsp70 inhibitors,Structure
8%,3.0%,Cc1oc(C(C)(C)C)cc1C(=O)Nc1ccc(C(=O)O)cc1
5%,3.2%,Cn1c(=O)n(C)c2cc(C3Nc4ccc5ccccc5c4C4=C3C(=O)CC(C)(C)C4)ccc21 (configuration not stated)
2%,2.3%,COc1ccc(OC)c(NC(=S)NC(NC(=O)c2ccc(Cl)cc2Cl)C(Cl)(Cl)Cl)c1 (configuration not stated)
-2%,3.9%,CCn1c2ccccc2c2cc(NC(=O)CSc3nnnn3-c3ccccc3)ccc21
-3%,-2.9%,COc1ccc(C2N(c3ccc(Cl)cc3)C(=O)C3CCCN32)cc1 (configuration not stated)
x,7.1%,CCOCCn1c(C(C)C)nc2ccccc21

# Only part of the results is shown; the hit share may differ from the screen's.
